hgDAF-12 ag: hgDAF-12 agonism, primary luciferase screen. HEK293 GAL4-hgDAF12 UAS-luciferase reporter, agonist luminescence; normalized to butyrate control. activation, % at 6.8 µM. hit rate 1.8% among 370,000. AID 687014;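 active = activation above a cutoff set at the mean of all screened compounds plus 3 SD, cut at about 10% in these data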;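 also: 0% = DMSO wells and 100% = sodium butyrate wells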
SMARCA2 activ: activators of SMARCA2 function; MG213 cells, MMTV-luciferase reporter, dexamethasone, overnight; activation, % at 9.1 µM; hit rate 1% among 370,000; in the data active = activation above about 7.8%;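 also: 0% = vehicle wells and 100% = reference activator wells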
DAX1 inh-1: inhibits human nuclear receptor DAX1. inhibition, % at 6.75 µM. P51843. hit rate 0.99% among 340,000. AID 504766. HEK293 Gal4-DAX1 luciferase reporter, luminescence;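 active = inhibition above the mean over all tested compounds plus 3 SD, cut at about 4.2% in these data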;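 also: 0% = DAX1-transfected cells with DMSO and 100% = empty-vector control cells with DMSO; inhibition shows as a rise in luminescence from relieved DAX1 repression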
Target sequence (P51843 207-470 limits assumed): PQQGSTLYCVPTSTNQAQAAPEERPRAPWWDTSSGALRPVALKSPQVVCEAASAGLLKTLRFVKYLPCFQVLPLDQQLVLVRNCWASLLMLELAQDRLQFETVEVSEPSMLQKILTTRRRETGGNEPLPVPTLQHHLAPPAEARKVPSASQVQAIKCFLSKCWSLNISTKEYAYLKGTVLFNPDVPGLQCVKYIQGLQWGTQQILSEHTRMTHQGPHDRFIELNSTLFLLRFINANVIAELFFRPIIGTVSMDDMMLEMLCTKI
hcDAF12 agonist: H. contortus DAF-12 activation, primary screen; hit rate 1.4% among 370,000; AID 652067; activation, % at 6.8 µM; HEK293 hcDAF-12 lit1-tk-luc reporter, luminescence; 0% DMSO, 100% Δ7-dafachronic acid;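 active = activation above the mean of all tested compounds plus 3 SD, cut at about 5.5% in these data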;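 also: 100% = response to 3 µM Δ7-dafachronic acid high control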
DAX1 inh-2: blocks DAX1 repression of SF-1 activated StAR promoter; HEK293T StAR-luciferase reporter, SF-1/DAX-1 repression relief; inhibition, % at 6.8 µM; hit rate 1.1% among 370,000; AID 652010;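 active = inhibition above the mean over all tested compounds plus 3 SD, cut at about 3.6% in these data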;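 also: 0% = DAX-1 cells with DMSO and 100% = cells lacking DAX-1 with DMSO; higher inhibition means more luminescence from relief of DAX-1 repression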
ssDAF-12 act: activators of S. stercoralis DAF-12 nuclear receptor | HEK293 ssDAF-12/GRIP1 lit1-tk-luc reporter, luminescence; % of 3 µM dafachronic acid response | activation, % at 6.8 µM | hit rate 1% among 370,000;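 active = activation above the mean over all tested compounds plus 3 SD, cut at about 0.9% in these data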;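 also: 0% = DMSO-only wells and 100% = 3 µM delta7-dafachronic acid wells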
FXN GAA850 act: activators of GAA850 frataxin (FXN) promoter | HEK293 lucGAA850 FXN promoter luciferase reporter, 24 h; percent of 10 µM SAHA response | activation, % at 6 µM | hit rate 0.56% among 360,000 | AID 540364;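 active = activation above the average of all compounds screened plus 3 SD, cutoff fixed separately per campaign, cut at about 7.5% in these data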;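 also: 0% = DMSO wells and 100% = 10 µM SAHA wells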
GC-A act: GC-A (human) enzyme activation; hit rate 0.14% among 370,000; HEK293 GC-A cells, cGMP TR-FRET, EC30 ANP; 0% at EC30 ANP, 100% saturating ANP; activation, % at 10 µM; P16066; in the data active = activation above about 40%
ADAM10 inh: inhibits human ADAM10 | O14672 | recombinant ADAM10, EDANS/DABCYL FRET peptide cleavage, 3 h | inhibition, % at 7 µM | hit rate 0.62% among 370,000 | AID 720582;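 active = inhibition above a per-campaign cutoff equal to the mean of compounds falling between control-based bounds plus 3 SD, cut at about 20% in these data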;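 also: 0% = DMSO wells while the 100% control is not disclosed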
Target sequence (O14672 214-748 limits assumed): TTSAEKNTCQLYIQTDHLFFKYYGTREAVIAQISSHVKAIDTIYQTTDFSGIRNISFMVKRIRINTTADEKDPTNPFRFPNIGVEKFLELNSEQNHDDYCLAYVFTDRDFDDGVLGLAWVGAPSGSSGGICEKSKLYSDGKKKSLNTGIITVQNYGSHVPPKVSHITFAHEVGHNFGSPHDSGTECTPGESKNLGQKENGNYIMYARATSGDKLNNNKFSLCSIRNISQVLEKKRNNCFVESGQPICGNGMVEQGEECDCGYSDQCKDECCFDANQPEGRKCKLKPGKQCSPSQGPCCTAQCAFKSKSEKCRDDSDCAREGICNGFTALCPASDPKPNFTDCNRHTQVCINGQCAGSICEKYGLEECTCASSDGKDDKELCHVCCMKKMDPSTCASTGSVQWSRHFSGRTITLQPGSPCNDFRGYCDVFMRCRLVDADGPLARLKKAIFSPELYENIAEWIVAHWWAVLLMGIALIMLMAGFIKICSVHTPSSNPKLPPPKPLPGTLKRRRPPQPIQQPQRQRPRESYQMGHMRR
PG9 binder: PG9 antibody binding by small molecule; TR-FRET gp120-PG9 antibody binding; inhibition, % at 6.7 µM; hit rate 0.43% among 360,000; AID 624416; in the data active = inhibition above about 8.5%
ADAM17 inh: inhibits human ADAM17. recombinant ADAM17, EDANS/DABCYL FRET peptide cleavage. inhibition, % at 6.95 µM. hit rate 0.83% among 370,000. P78536;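 active = inhibition above the mean of compounds lying between control limits plus 3 SD, set per campaign, cut at about 8.5% in these data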;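 also: 0% = DMSO-only wells as the low control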
The depositor's hits bear a star; i = inactive; . = no result given. Outcome played no part in choosing rows. Share with any hit: about 6.8%.

SMILES	hgDAF-12 ag	SMARCA2 activ	DAX1 inh-1	hcDAF12 agonist	DAX1 inh-2	ssDAF-12 act	FXN GAA850 act	GC-A act	ADAM10 inh	PG9 binder	ADAM17 inh
Cc1ccc(CC(NC(=O)c2ccccc2)C(=O)NCC(=O)O)cc1 (configuration not stated)	-0.1	0	1.0	-0.5	0.9	-0.9	0.1	1	-2	0.4	-2
CC(=O)N(C)c1ccc(N=Cc2c(O)ccc3ccccc23)cc1	-1.4	-2	0.8	0.3	0.3	-0.5	2.4	-4	0	-0.6	-2
Cc1cccc(NC(=O)C(=O)NCc2ccc3c(c2)OCO3)c1C	0.4	1	0.8	-0.6	-0.2	-1.2	0.4	0	-5	1.6	-4
CCN(C(=O)COC(=O)/C=C/c1ccc(OC(F)F)c(OC)c1)C1CCS(=O)(=O)C1 (configuration not stated)	-0.7	-2	0.3	-0.2	-1.1	-1.8	0.7	-2	-66	-0.8	-16
O=C(COC(=O)c1cccnc1Cl)NC1CCCCC1	2.6	4	2.8	0.7	0.6	-1.3	1.2	0	-3	-0.8	3
CCCCCCCCCCSc1n[nH]c(NC(C)=O)n1	-0.2	-1	0.5	-0.7	-0.1	-1.6	1.4	.	-4	-0.5	-2
CN(C1CCCCC1)S(=O)(=O)c1ccc(NC(=S)NC(=O)c2cccs2)cc1	-2.5	-3	-1.2	-0.4	-2.0	-1.9	1.7	-5	12	-0.7	8
CCCC(c1nnnn1CC(=O)OCC)N(Cc1cc2ccc(C)cc2[nH]c1=O)C1CCCC1 (configuration not stated)	-1.5	1	-0.2	-1.5	0.7	-0.5	-0.6	-11	-10	-2.7	-5
CCN(CC)S(=O)(=O)c1cccc(NC(=O)COc2ccc(C#N)cc2OC)c1	-3.0	0	0.9	-2.6	-0.5	-1.8	1.4	2	7	1.1	3
Cc1ccc(C)c(S(=O)(=O)N2CCCC2CNC(=O)C(=O)NCCc2ccccc2)c1 (configuration not stated)	-3.1	-1	-1.6	-2.8	-2.8	-1.8	-0.2	-3	6	0.6	2
CCC(=O)NS(=O)(=O)c1ccc(N=NN2CCCCC2)cc1	-2.4	-1	1.1	1.9	0.2	-0.8	-0.9	5	-7	-1.0	2
Cc1sc2ncnc(N3CCC(C(=O)Nc4cc(C(F)(F)F)ccc4OCC(F)(F)F)CC3)c2c1C	-0.5	-5	-0.7	-2.9	-1.7	-2.2	-5.7	-6	0	2.3	1
C=CCNc1cnn(-c2ccc(C)cc2)c(=O)c1Sc1ccc(C)cc1	-1.0	-3	1.3	-1.6	-0.2	-1.5	1.2	0	0	-1.5	2
COC(=O)Nc1nnc(-c2ccccc2Cl)s1	9.5	5	-1.0	2.5	0.7	0.1	4.1	-1	-55	0.4	-25
COC(=O)C1=C(C)N(CC2CCCO2)C(=O)C1 (configuration not stated)	1.9	-2	-0.3	-0.5	0.1	-1.8	1.8	4	-1	0.3	-2
CN(C)c1nc2c(c(=O)[nH]c(=O)n2C)n1Cc1ccccc1Br	-4.1	-4	1.2	-0.9	0.9	-0.8	5.1	-8	11	-1.9	1
CCCCNC(=O)CSc1nc2cc3c(cc2c(=O)n1CCC(=O)NCCc1ccc(OC)c(OC)c1)OCO3	1.4	-4	-1.0	1.1	1.3	-1.5	-0.3	-10	-2	-1.0	-8
COc1cccc(N2CCN(CC(=O)Nc3ccccc3C(=O)NCc3ccccc3)CC2)c1	-3.7	-2	-1.3	-2.9	-1.6	-1.9	-1.6	0	5	2.1	0
COCCn1c(=N)c(C(=O)NCc2ccco2)cc2c(=O)n3ccccc3nc21	-1.3	-2	0.4	0.6	-0.4	-0.2	0.8	11	i	0.0	-398
COc1ccccc1NC(=O)CCSc1nnc(-c2ccco2)o1	3.0	-2	-0.4	-1.2	0.8	-1.5	-1.2	0	3	-2.2	-3
Cn1nc(C(=O)Nc2cccc(S(=O)(=O)N3CCCCC3)c2)c2ccccc2c1=O	-4.0	-3	1.8	-0.9	-2.0	-1.3	0.8	1	-5	0.6	0
O=C(O)c1cccc(NC(=S)NC(=O)c2ccncc2)c1	3.0	3	0.2	-0.3	-0.4	-1.1	-1.3	-2	-4	2.0	1
COc1cccc(-n2c(Cc3cc(=O)[nH]c(=O)[nH]3)nnc2SCC(=O)N2CCCC2)c1	-0.3	1	-1.4	-0.4	0.2	-1.6	-0.3	-5	-4	0.4	0
COCCNC(=O)CN(CCc1ccccc1)S(=O)(=O)c1ccc(OC)cc1	-2.6	-4	-0.4	-1.1	-0.9	-1.6	-1.9	-2	-1	3.6	-1
O=C(O)CCC(=O)c1ccc2c(c1)OCCO2	-1.3	1	0.2	1.1	0.3	-0.3	3.0	3	-8	-0.2	-2
COCCCNC(=O)c1ccc(N2CCCC2)c(NS(=O)(=O)c2ccc(C)cc2)c1	2.9	1	1.0	-1.2	1.0	-1.1	3.4	-1	-6	-1.2	-3
Cn1nnc2cc(NC(=O)N3CCN(c4ccccn4)CC3)ccc21	0.8	0	-0.4	0.3	0.6	-1.0	-2.0	-2	-92	-1.5	-34
CC(=O)Nc1sc2c(c1C(=O)N1CCOCC1)CCCCC2	-3.2	-1	-0.9	-0.5	0.0	-1.1	-0.8	-1	-1	-0.2	0
CC(=O)N1N=C(c2cccc(Br)c2)OC12CCCC2	2.8	-2	0.1	0.6	0.5	-1.9	0.2	1	-3	2.3	-2
O=c1n(-c2ccccc2)c(=O)n2n1CCC2	1.3	2	0.3	-0.9	-0.2	-0.4	1.7	0	0	-0.6	0
O=C(O)[C@@H]1Cc2ccccc2N1	-1.8	-3	3.9	4.1	-0.6	1.0*	0.1	-3	-4	-0.1	-6
O=C(CC1OC(=O)c2ccccc21)NCC1COc2ccccc2O1 (configuration not stated)	0.5	-2	-1.1	-0.7	1.5	-1.0	-1.8	2	-11	1.6	-4
COc1cc(-c2nc3cnccn3c2Nc2ccc(C)cc2)ccc1O	-5.3	6	-0.6	-2.6	-0.8	-1.4	5.8	34	-124	-1.6	-53
CN(C)S(=O)(=O)c1cccc(NC(=S)N2CCCCC2CO)c1 (configuration not stated)	1.1	-2	-0.3	-2.4	0.2	-1.3	-1.1	2	-2	-2.4	-7
COc1ccc(C(=O)Nc2ccc3nc(N4CCCCC4)cc(C)c3c2)c(OC)c1	-0.4	1	.	-2.5	-1.0	-1.5	.	1	-47	-0.6	-12
CCC(=O)N1CCN(c2nnc(-c3ccccc3)c3ccccc23)CC1	-0.6	-1	1.6	-1.7	-0.1	-0.9	0.7	-9	5	-2.0	1
O=C(CN1CCC(NC(=O)c2ccc(Br)cc2)CC1)NCc1cccs1	-1.2	-3	-0.6	-0.1	0.0	-1.5	-0.3	-5	-4	-0.8	-2
O=C(O)c1cc(O)ccc1O	-1.7	-1	-0.8	1.1	0.1	0.1	0.0	-2	i	-2.0	-151
CCOC(=O)C1CCN(S(=O)(=O)c2cn(C)cn2)CC1	-0.5	0	-0.1	-0.5	0.1	-0.5	1.2	2	-2	-0.3	-3
CN(Cc1ccco1)C(=O)CN1C(=O)C2(OCCCO2)c2ccccc21	1.0	-4	.	-0.8	1.6	-0.8	.	2	-8	.	1
Cc1ccc(S(=O)(=O)N2C=CC(C(F)(F)F)=NCC2)cc1	0.6	-4	1.0	0.1	-0.1	-0.9	0.6	2	0	-1.2	-1
O=C(O)c1ccccc1SC1CC(=O)N(c2ccc3c(c2)OCO3)C1=O (configuration not stated)	-2.5	-1	-0.7	1.1	0.1	0.0	-3.0	-2	-3	-0.7	-4
Nc1ccn([C@@H]2O[C@H](CN=C3NS(=O)(=O)c4ccccc43)[C@@H](O)[C@H]2O)c(=O)n1	-2.4	1	1.0	-1.8	-0.4	-1.5	0.4	2	-6	0.3	-2
CSc1ncccc1C(=O)N1CCCC(C(=O)c2ccc3ccccc3c2)C1 (configuration not stated)	-1.6	-3	0.8	-0.1	-0.6	-1.5	-0.7	1	-5	-1.2	0
O=C(/C=C/c1ccccc1)c1ccc2c(c1)OCO2	5.3	2	0.1	1.8	0.0	-0.7	3.8	1	-6	-1.2	-3
Cc1cc(NC(=O)CSCC(=O)OCC(=O)Nc2ccc(OC(F)F)cc2)no1	0.3	-1	-0.5	-1.9	1.2	-1.1	0.1	-4	-17	-0.3	-5
O=C(NCCCN1CCOCC1)c1ccc(NC(=O)C2COc3ccccc3O2)cc1 (configuration not stated)	-0.2	0	1.0	1.1	0.2	-1.4	-0.3	0	5	0.0	-1
CCC(C)c1ccccc1NC(=O)C(C)Sc1n[nH]c(N)n1 (configuration not stated)	2.1	1	-0.3	-0.1	0.5	-0.9	-1.5	1	-8	-0.6	-5
CCOc1cc(S(=O)(=O)NC2CCCCC2)ccc1F	1.3	-3	1.4	-0.8	-0.2	-1.4	1.9	4	2	-1.6	1
CCn1c(SCC(=O)NC2CCS(=O)(=O)C2)nnc1-c1ccccc1 (configuration not stated)	-1.5	-3	-0.2	-0.7	0.9	-1.8	0.0	0	-4	1.9	-6
CC(=O)C1=C(c2ccccc2)NC(=O)NC1c1cccs1 (configuration not stated)	0.4	-1	0.5	-0.7	0.2	-0.3	1.8	-5	8	-1.8	-1
COc1ccc(C(=O)NC(=S)Nc2ccc(S(=O)(=O)Nc3cc(C)on3)cc2)cc1OC	1.0	5	1.1	-0.1	1.1	-1.3	1.3	0	-1	0.6	-4
COC(=O)C1=C(Nc2ccc(C)cc2)C=C(C)C(C(=O)OC)C1c1ccc(F)cc1 (configuration not stated)	0.5	-6	-0.3	2.0	0.7	-1.2	-1.7	-1	4	-4.2	1
Cc1ccc(NC(=O)CN(C)C(=O)c2cc(C)on2)cc1	0.8	-2	0.7	0.1	0.6	-1.7	0.5	-3	13	-2.2	1
Cn1cccc1C(=O)NC(=O)COC(=O)CNS(=O)(=O)c1ccc(Br)cc1	-0.4	-3	0.7	2.7	-0.2	-0.8	1.3	1	-9	0.6	-10
CCCC(C)(C)C(=O)N1CCC1(C)C(=O)Nc1ccc(OC)c(OC)c1 (configuration not stated)	1.0	-5	.	-2.6	-0.5	-0.9	0.1	4	-7	1.6	1
O=C(C1CCCN(S(=O)(=O)c2ccccc2[N+](=O)[O-])C1)N1CCN(c2ccccc2)CC1 (configuration not stated)	-4.6	0	-2.8	-4.5	-0.5	-1.9	3.6	-2	0	-0.6	-2

Retrieved by structure from above (three):
SMILES	hgDAF-12 ag	SMARCA2 activ	DAX1 inh-1	hcDAF12 agonist	DAX1 inh-2	ssDAF-12 act	FXN GAA850 act	GC-A act	ADAM10 inh	PG9 binder	ADAM17 inh
CCC(C)c1ccccc1NC(=O)C(C)Sc1n[nH]c(N)n1 (configuration not stated)	2.1	1	-0.3	-0.1	0.5	-0.9	-1.5	1	-8	-0.6	-5
O=C(C1CCCN(S(=O)(=O)c2ccccc2[N+](=O)[O-])C1)N1CCN(c2ccccc2)CC1 (configuration not stated)	-4.6	0	-2.8	-4.5	-0.5	-1.9	3.6	-2	0	-0.6	-2
Cn1cccc1C(=O)NC(=O)COC(=O)CNS(=O)(=O)c1ccc(Br)cc1	-0.4	-3	0.7	2.7	-0.2	-0.8	1.3	1	-9	0.6	-10
